# HTT aggregate – reduces HttQ103-GFP aggregates in PC12 cells; hit rate 1.1% among 220,000; AID 1688; PC12 HttQ103-GFP aggregates, Acumen cytometry, 40 h; Potency, µM (titrated, usually from 46.1 µM), for inactives: top-dose activity change, negative = inhibition, most hits filed as inhibitors; also: potency is read from the fitted curve at half-maximal effect; % is scaled to controls: 0 for no effect and ±100 for the full control effect; nearly all actives have a fitted effect of over 60% in size
#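 PC12 cells with ecdysone-inducible HTT exon1 Q103-GFP, induced by 100 nM tebufenozide, given compounds in a concentration series. GFP aggregates (1–25 um, 6 SD above background) counted in lysates by laser-scanning cytometry, 488 nm excitation.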
# NPSR antagonist – neuropeptide S receptor (human) antagonism, cAMP; Q6W5P4; CHO-NPSR cells, cAMP TR-FRET, antagonist mode; Potency, µM (series often up to 38.3 µM), for inactives: at the top dose activity change, negative = inhibition, most hits filed as inhibitors; hit rate 1% among 220,000; AID 1461; also: potency is read from the fitted curve at half-maximal effect; % is scaled to controls: 0 for no effect and ±100 for the full control effect; nearly all actives have a fitted effect of over 50% in size; many of its hits are not listed in these tables
# Target sequence (Q6W5P4 whole entry, looked up): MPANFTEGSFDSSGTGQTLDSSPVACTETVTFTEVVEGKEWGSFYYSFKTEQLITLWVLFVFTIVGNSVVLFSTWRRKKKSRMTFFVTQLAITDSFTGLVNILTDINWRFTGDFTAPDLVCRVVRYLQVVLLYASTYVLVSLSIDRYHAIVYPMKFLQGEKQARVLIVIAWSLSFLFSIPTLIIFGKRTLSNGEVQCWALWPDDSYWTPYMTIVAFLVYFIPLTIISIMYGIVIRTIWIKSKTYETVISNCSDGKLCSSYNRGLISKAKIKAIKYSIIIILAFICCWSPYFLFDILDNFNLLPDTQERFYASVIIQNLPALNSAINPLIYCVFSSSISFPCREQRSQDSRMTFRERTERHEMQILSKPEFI
# Luc counter – Kinase-Glo luciferase inhibition (counter-screen); Potency, µM (series often up to 38.3 µM), for the others: at the top dose activity change, negative = inhibition, hits mostly inhibitors; Kinase-Glo luciferase, ATP luminescence, 8 min; Q27757; hit rate 0.28% among 200,000; also: potency is read from the fitted curve at half-maximal effect; % is scaled to controls: 0 for no effect and ±100 for the full control effect; nearly all actives have a fitted effect of over 60% in size
#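 Inhibition of Kinase-Glo luciferase light generation was assessed at 10 uM ATP in pH 7.2 imidazole buffer, with luminescence measured after eight minutes at ambient temperature.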
# IMPase Li inh – IMPase inhibition in cells with lithium potentiation; CHO-M1 cells, IP1 TR-FRET (IP-One), carbachol + lithium; Potency, µM (highest dose often 59.4 µM), for the others: at the top dose activity, negative = IMPase inhibition, usual class: inhibitors; hit rate 0.35% among 210,000;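 also: IP1 builds up when IMPase is blocked and the TR-FRET signal falls; potency is read from the fitted curve at half-maximal effect; plate controls were basal vehicle for no effect and high inhibitor control for full effect; nearly all actives have a fitted effect of over 50% in size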
#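 Test compounds were applied to CHO-M1 cells previously cultured for 16–30 h at 2000 per well. A small lithium amount accompanied them; after 30 min at 37C, IP1 was quantified by TR-FRET.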
# Epigenetic derep – epigenetic control regulation, reporter derepression; murine LDR cells, GFP reporter derepression, 30 h; Potency, µM (highest dose often 53.9 µM), inactives show at the top dose GFP activation, actives largely listed as activators; hit rate 0.2% among 280,000; AID 1865; also: potency is read from the fitted curve at half-maximal effect; % of control where 0% means no effect; nearly all actives have a fitted effect of over 60% in size
#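 GFP-positive cell count by laser-scanning cytometry (objects 20–120 um) after 30 h, 37 C compound exposure of murine LDR cells; reporter is CMV-GFP integrated at a silenced locus, inducible by HDAC or DNMT inhibitors.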
# Lamin A splicing – changes lamin A minigene splicing in HeLa cells; HeLa LMNA splicing GFP/RFP minigene ratio, 48 h; Potency, µM (doses to about 46.1 µM), without a hit: at the top dose ratio change, negative = inhibition, actives largely listed as inhibitors; hit rate 0.01% among 200,000; active = well fitted inhibition curve with a large enough effect in the signal ratio, with a control signal flat, not every such curve was filed as active; inconclusive = small, poorly fitted or top-dose-only effect, or effect the other way, or a change in a side signal; the % refers to the signal ratio; also: potency is read from the fitted curve at half-maximal effect; % is scaled to controls: 0 for no effect and ±100 for the full control effect
#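 Read-out is the ratio of GFP to DsRed2 object intensity, acquired by 488 nm laser-scanning cytometry on HeLa lamin A-EGFP minigene reporter cells. Compound incubation 48 hrs at 37 °C in Opti-MEM with 2% FBS; DMSO 0.5% final.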
# CBFb RUNX1 block – CBF-beta/RUNX1 interaction disruption; Q01196+Q13951; AlphaScreen CBFb-His/RUNX1-biotin binding, biochemical; Potency, µM (series often up to 59.8 µM), for the others: top-dose activity, negative = inhibition, most hits filed as inhibitors; 230,000 tested, under 10 active; also: % of control where 0% means no effect
# Target sequence (Q01196 whole entry, looked up): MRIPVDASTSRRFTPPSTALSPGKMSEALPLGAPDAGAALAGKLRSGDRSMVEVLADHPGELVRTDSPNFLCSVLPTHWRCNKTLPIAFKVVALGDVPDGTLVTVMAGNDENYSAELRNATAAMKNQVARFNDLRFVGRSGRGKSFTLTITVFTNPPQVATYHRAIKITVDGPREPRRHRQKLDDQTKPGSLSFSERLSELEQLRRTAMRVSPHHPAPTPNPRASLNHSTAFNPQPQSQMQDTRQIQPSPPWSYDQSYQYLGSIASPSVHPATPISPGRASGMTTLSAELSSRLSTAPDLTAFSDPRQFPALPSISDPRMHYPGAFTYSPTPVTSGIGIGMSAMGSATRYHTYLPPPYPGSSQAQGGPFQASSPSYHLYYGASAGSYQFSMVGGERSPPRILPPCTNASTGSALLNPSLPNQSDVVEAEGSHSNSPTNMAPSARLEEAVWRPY
# Target sequence (Q13951 whole entry, looked up): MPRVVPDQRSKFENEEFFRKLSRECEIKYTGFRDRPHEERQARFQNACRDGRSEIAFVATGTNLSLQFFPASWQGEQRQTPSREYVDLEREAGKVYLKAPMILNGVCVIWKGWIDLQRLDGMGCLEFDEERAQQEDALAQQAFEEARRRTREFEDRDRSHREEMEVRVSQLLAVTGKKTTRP
#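 Inhibition was taken as any reduction in AlphaScreen signal from the CBF-beta–RUNX1 pair (His and biotin tags, 30 nM each), measured after compound (15 min) and bead (90 min) incubations at room temperature.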
# The depositor's hits bear a star; u = inconclusive; x = not tested or not shown; & = joins results of further samples; [ ] = dose if it differs, or a comment. Unless noted, calls follow the shape of the dose curve; as a rule, active = well fitted curve in the direction sought with a large enough effect; inconclusive = small, poorly fitted or top-dose-only effect, or another doubt; inactive = no such curve, though single readings can be large; an effect the other way counts as inactive or inconclusive. This is a subset, so the mix of outcomes need not match the whole.
SMILES,HTT aggregate,NPSR antagonist,Luc counter,IMPase Li inh,Epigenetic derep,Lamin A splicing,CBFb RUNX1 block
CCCS(=O)(=O)N1CCC(C(=O)NCCCN(CC)c2cccc(C)c2)CC1,31.6µM*,-7.1%[46.1 µM],2.0%,-1.5%,-0.9%,-6.8%,4.2%
CN(C)CCNS(=O)(=O)c1ccc(N2CCN(c3ccc(F)cc3)CC2)c([N+](=O)[O-])c1,-2.1%,16.7%,-1.9%,4.6%,1.9%,u,-22.1%
CC1CCCCC1NC(=O)CN1C(=O)NC(Cc2ccccc2)(Cc2ccccc2)C1=O (stereo not drawn),19.2%,-11.2%[46.1 µM],-3.0%,30.1%[38.3 µM],-2.3%,-12.6%,-6.2%
Cn1c(NC(=O)c2ccc(F)cc2)c(-c2cccs2)c(=O)c2ccccc21,21.5%[9.22 µM],-1.4%,x,x,-1.0%,x,-4.6%
CC1CCc2c(sc3ncn(CC(=O)N=Nc4c(O)[nH]c5ccccc45)c(=O)c23)C1 (stereo not drawn),-8.1%[9.22 µM],-8.7%,x,x,-0.3%,x,12.5%
O=C(NN1C(=O)CSC1=S)c1cccnc1,16.3%[9.22 µM],13.9%,x,x,-0.9%,x,0.9%
CC(C)(C)c1ccc(C(=O)OCCNC(=O)c2c(Cl)nc3ccccn23)cc1,-24.9%,u,-3.1%,29.5%[38.3 µM],0.1%,8.2%,-4.7%
O=C(NC1(O)C(=O)c2ccccc2C1=O)c1ccc(C(F)(F)F)cc1,-27.0%[9.22 µM],-5.6%,x,x,-3.1%,x,7.2%
COC(=O)CCCC(=O)N1CCCC(CNS(=O)(=O)c2ccc(OC)cc2)C1 (stereo not drawn),-16.9%[9.22 µM],-28.3%,0.7%,-0.6%,-4.5%,x,-7.5%
CC(/C=N/NC(=O)c1cc(-c2ccc(Cl)cc2)nc2ccccc12)=C\c1ccco1,26.4%,u,-1.3%,44.0%[activator][38.3 µM],4.7%,9.4%,-11.5%
Cc1ccc(Nc2nc(N)nc(CC#N)n2)cc1,6.31µM*,-14.0%[46.1 µM],-1.8%,-8.1%[38.3 µM],-1.1%,7.4%,2.3%
CCOC(=O)c1c(N2C(=O)CC(Sc3ccccc3C(=O)O)C2=O)sc2c1CCCC2 (stereo not drawn),12.3%[9.22 µM],1.0%,2.1%,-5.1%,-3.4%,u,-6.5%
Cc1ccc(Nc2nc(N)c([N+](=O)[O-])c(N3CCCC(C)C3)n2)cc1C (stereo not drawn),-6.4%,u,3.1%,8.9%,1.0%,u,6.7%
O=C(Cc1ccc(Br)c2ccccc12)N/N=C/c1ccccn1,u,9.6%,-3.6%,-4.8%,1.2%,x,-24.9%
C#CCNC(=O)C1=C[C@@H](C2CC2)C[C@@H](OCc2ccc(CO)cc2)O1,12.2%[9.22 µM],-12.6%,x,6.5%,-3.0%,x,11.1%
Clc1cccc(/C=N/Nc2ncnc3ccccc23)c1,-5.4%,-8.1%[46.1 µM],-8.0%,-7.2%[38.3 µM],0.0%,23.8%,-12.7%
O=C(O)/C=C/c1ccc(O)c(O)c1,19.1%,5.1%,-1.6%&-1.3%&-0.1%&-2.0%&-1.0%,-4.1%&22.2%&17.4%&9.7%&14.3%,3.7%&-0.1%&5.6%&-1.2%&0.4%,u,-4.7%
COc1ccc(/C=C/c2nc(N)nc(-c3ccccc3O)n2)cc1OC,u,-18.5%,-2.4%,13.1%,-3.0%,u,4.7%
S=C(Nc1ccccc1)Nc1nc2ccccc2n1CCOc1ccc(Br)cc1,20.2%[9.22 µM],-4.9%[46.1 µM],3.2%,-10.8%,u,u,-3.6%
COC(=O)c1sccc1S(=O)(=O)Nc1ccc(Cl)cc1,-14.6%[9.22 µM],20.1%,x,x,0.1%,x,4.7%
O=S(=O)(Nc1ccc2c(c1)OCO2)c1ccc(Br)s1,-22.1%,-24.9%[46.1 µM],1.7%,28.0%[38.3 µM],0.0%,6.1%,-18.4%
Cc1nc2cc(-c3cccc(F)c3)nn2c(C)c1CCC(=O)NC(C)CCc1ccco1 (stereo not drawn),-29.6%,-26.8%[46.1 µM],-1.4%,3.7%[38.3 µM],2.7%,-14.3%,-11.0%
CCOc1ccc(C2CC(c3ccc(CC)cc3)Nc3nc(N)nn32)cc1 (stereo not drawn),17.5%,-4.4%,1.3%,12.0%,-0.9%,-0.7%,0.1%
COc1ccc(-c2ccc(=O)n(Cc3cc(=O)n4ccccc4n3)n2)cc1,7.5%,-9.9%[46.1 µM],0.6%,17.1%[38.3 µM],-1.6%,-17.7%,-0.6%
COc1ccc2c3c1O[C@H]1C[C@H](O)C=C[C@@]31CCN(C)C2,x,x,3.1%,11.3%,2.1%,x,-0.4%[21.7 µM]
CCOc1ccc(C(=O)NCC(=O)OCC(=O)N2C(C)CCCC2C)cc1 (stereo not drawn),-4.2%,-6.4%[46.1 µM],-4.1%,11.2%[38.3 µM],-1.0%,-0.6%,1.0%
COc1ccc2nc(SCC(=O)Nc3ccc(S(=O)(=O)Nc4onc(C)c4C)cc3)[nH]c2c1,3.4%,-23.9%[46.1 µM],7.6%,2.8%,2.6%,-5.6%,3.3%
CCn1c(SCC(=O)NCc2ccc(C)cc2)nnc1-c1ccncc1,-31.3%,-5.7%[46.1 µM],-0.8%,16.7%[38.3 µM],0.0%,-4.4%,1.6%
Cc1ccc2nc(SC(C)C(=O)NCc3ccco3)[nH]c2c1 (stereo not drawn),u,u,0.3%,9.5%[38.3 µM],-0.5%,u,-4.1%
CC(=O)c1cnc2cc(C)nn2c1C,7.1%,0.6%[46.1 µM],-0.8%,-8.3%[38.3 µM],0.0%,6.2%,-1.1%

# The closing two compounds of the part before come first, to join the parts:
SMILES,HTT aggregate,NPSR antagonist,Luc counter,IMPase Li inh,Epigenetic derep,Lamin A splicing,CBFb RUNX1 block
Cc1ccc2nc(SC(C)C(=O)NCc3ccco3)[nH]c2c1 (stereo not drawn),u,u,0.3%,9.5%[38.3 µM],-0.5%,u,-4.1%
CC(=O)c1cnc2cc(C)nn2c1C,7.1%,0.6%[46.1 µM],-0.8%,-8.3%[38.3 µM],0.0%,6.2%,-1.1%
Cc1cnccc1CN(C)Cc1cn(C)nc1-c1ccc(Oc2ccccc2)cc1,17.5%[9.22 µM],40.8%,-2.8%,14.8%,1.7%,u,1.7%
CCN1CCCC1CNCc1ccc(OCc2ccc(Cl)nc2)c(OC)c1 (stereo not drawn),25.5%[9.22 µM],2.1%,x,x,1.1%,x,4.4%
Cc1cc(NC(=O)CSc2nnc(-c3c[nH]c4ccccc34)n2C)no1,15.7%[9.22 µM],19.4%,x,-3.0%,-0.2%,x,5.6%
Cc1c(NC(=O)Nc2cccc(Cl)c2)c(=O)n(-c2ccccc2)n1C,-11.3%,-3.6%[46.1 µM],-4.1%,-7.7%[38.3 µM],2.9%,2.4%,-2.2%
CCOC(=O)N1CCN(C(=O)c2cc(OCC)c(OCC)c(OCC)c2)CC1,7.5%[9.22 µM],4.9%,-1.0%,-0.8%,3.8%,u,4.2%
Cc1cc(C)cc(N2CCCn3c2nc2c3c(=O)n(CC(=O)OCc3ccccc3)c(=O)n2C)c1,17.1%,-24.2%[46.1 µM],-1.7%,8.9%[38.3 µM],-0.4%,-4.6%,-3.5%
Cc1nn(-c2ccccc2Cl)c(Cl)c1/C=N/Nc1nc2ccccc2s1,-13.3%,-34.3%,-7.6%,8.6%,0.0%,u,-9.9%
CC(=O)Nc1ccc(S(=O)(=O)NCCSc2ccccn2)cc1,u,2.1%[46.1 µM],0.6%,20.2%[38.3 µM],0.9%,16.6%,5.3%
CCOc1ccc(C(=O)NC(=S)Nc2cccnc2)cc1[N+](=O)[O-],-4.1%,0.1%,0.1%,-5.4%,5.9%,x,-1.9%
Cc1c(N=C2C=CC(=O)c3ccccc32)c(=O)n(-c2ccccc2)n1C,u,10µM*,-26.3%,32.1%[activator],-0.1%,x,-19.3%
CCc1cc2c(=O)n(CC)c(SC(C)C(=O)Nc3c(C)n(C)n(-c4ccccc4)c3=O)nc2s1 (stereo not drawn),3.9%,-12.0%[46.1 µM],-3.7%,12.5%[38.3 µM],1.2%,-9.5%,7.6%
CCCSc1nnc(-c2cnn(-c3ccccc3)c2-n2cccc2)n1C,u,-17.1%[46.1 µM],0.1%,33.0%[38.3 µM],-4.3%,20.2%,-11.5%
Clc1ccc2nc(CSc3ccccc3)cn2c1,9.6%,-31.7%,-5.4%,7.8%,1.1%,-3.9%[46 µM],1.6%
Cc1ccc(S(=O)(=O)n2cnc3cc([N+](=O)[O-])ccc32)cc1C,-18.8%,-5.6%[46.1 µM],-1.3%,4.8%[38.3 µM],-1.1%,11.5%,-1.7%
N#Cc1nc(-c2ccc(F)cc2)oc1NCCCn1ccnc1,-12.5%,1.4%,-1.3%,-0.4%,1.1%,x,-5.5%
COc1ccc(/C(C)=N/NC(=O)c2ccc(CSc3nncn3C)cc2)cc1,-6.1%,8.0%,-0.4%,-1.3%,1.1%,x,19.5%
O=C(COc1ccc(Cl)cc1)NCc1nnc(SCC(=O)N2CCCCC2)o1,12.3%[9.22 µM],-7.8%[46.1 µM],5.8%,-8.7%[38.3 µM],11.1%,6.7%,-0.7%
Cc1ccc(/C=C/C(=O)O)cc1S(=O)(=O)N1CCCc2ccccc21,4.0%[9.22 µM],23.7%,x,x,-1.6%,x,0.5%
O=C(C1=C[C@@H](c2ccccc2)C[C@@H](OCc2ccc(CO)cc2)O1)N1CCN(Cc2ccc3c(c2)OCO3)CC1,16.3%[9.22 µM],u,x,1.6%,0.0%,x,-8.9%
CCn1c(SCc2cc(=O)[nH]c3ccccc23)nnc1C1CC1,-3.4%,-6.1%,-0.6%,-22.0%,0.0%,-3.5%,-12.4%
O=C(COC(=O)c1c2c(nc3ccccc13)/C(=C/c1cccc([N+](=O)[O-])c1)CCC2)NC1CCS(=O)(=O)C1 (stereo not drawn),u,-9.9%,0.8%,4.0%,1.1%,-22.2%,-27.4%
S=C(NC1CCCC1)N1CCN(c2ncccn2)CC1,3.5%[9.22 µM],-2.0%,-2.9%,-1.4%,-1.3%,x,-1.8%
Cc1ccc2c(c1)sc1nc(=O)n(-c3cccc(Cl)c3)c(=O)n12,17.4%,-24.2%[46.1 µM],4.7%,-14.8%[38.3 µM],-2.1%&0.0%,-0.7%,-1.5%
CC(NC(=O)COC(=O)c1ccc(Cl)cc1O)c1ccc(F)cc1 (stereo not drawn),-8.6%,0.0%,2.3%,-1.2%,0.0%,x,2.9%

# Bioassay records deposited in PubChem BioAssay by National Center for Advancing Translational Sciences (NCATS).
